Rv3671c inh = inhibitors of M. tuberculosis serine protease Rv3671c. P9WHR9. inhibition, % at 5.96 µM. hit rate 0.048% among 320,000; in the data active = inhibition above about 38%;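 note: extracellular domain of Rv3671c used as enzyme; 0% = enzyme with DMSO and 100% = no enzyme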
Target sequence (P9WHR9 whole entry, looked up, the tested form may be a part): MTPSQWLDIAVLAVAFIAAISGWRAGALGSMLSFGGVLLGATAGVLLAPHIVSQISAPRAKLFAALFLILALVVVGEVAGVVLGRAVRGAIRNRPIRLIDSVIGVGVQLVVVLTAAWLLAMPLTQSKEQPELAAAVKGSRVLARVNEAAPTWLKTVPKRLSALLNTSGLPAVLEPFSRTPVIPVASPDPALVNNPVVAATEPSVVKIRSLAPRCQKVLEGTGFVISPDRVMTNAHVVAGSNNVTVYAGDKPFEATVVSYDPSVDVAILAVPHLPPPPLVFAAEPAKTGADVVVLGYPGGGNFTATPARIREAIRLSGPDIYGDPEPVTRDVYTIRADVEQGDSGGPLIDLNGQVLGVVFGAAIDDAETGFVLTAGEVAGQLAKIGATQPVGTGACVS
Mtb UGM inh = blocks M. tuberculosis UGM enzyme; AID 504406; inhibition, % at 10 µM; purified UGM, fluorescence polarization probe displacement; hit rate 0.06% among 320,000; in the data active = inhibition above about 10%, passing the limit was not always enough; inconclusive = no clear call, values can overlap the other calls
MazEF act = activators of E. coli MazEF toxin-antitoxin RNase; P0AE70; FAM/BHQ RNA-DNA oligo cleavage fluorescence, 5 h; activation, % at 20 µM; hit rate 0.32% among 350,000; AID 504720; in the data active = activation above about 50%
Target sequence (P0AE70 whole entry, looked up): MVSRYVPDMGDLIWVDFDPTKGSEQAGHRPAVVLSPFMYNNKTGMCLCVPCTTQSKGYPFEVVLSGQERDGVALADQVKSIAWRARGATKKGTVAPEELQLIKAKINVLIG
BioA inh = blocks M. tuberculosis BioA enzyme activity. purified M. tuberculosis BioA enzyme, plate reader. inhibition, % at 9.99 µM. hit rate 0.096% among 360,000. AID 602481; in the data active = inhibition above about 40%; inconclusive = no clear call, values can overlap the other calls
FadD28 binding = blocks FadD28 binding to the bisubstrate probe. fluorescence polarization. inhibition, % at 12.5 µM. hit rate 0.22% among 360,000. AID 588549; in the data active = inhibition above about 8.5%, passing the limit was not always enough; inconclusive = no clear call, values can overlap the other calls
Mtb FBA inh = inhibits M. tuberculosis FBA enzyme. inhibition, % at 1 µM. P9WQA3. AID 588726. purified M. tuberculosis FBA, fluorescence read-out. hit rate 2.3% among 360,000; in the data active = inhibition above about 27%;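 note: 0% = vehicle and 100% = reference inhibitor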
Target sequence (P9WQA3 whole entry, looked up): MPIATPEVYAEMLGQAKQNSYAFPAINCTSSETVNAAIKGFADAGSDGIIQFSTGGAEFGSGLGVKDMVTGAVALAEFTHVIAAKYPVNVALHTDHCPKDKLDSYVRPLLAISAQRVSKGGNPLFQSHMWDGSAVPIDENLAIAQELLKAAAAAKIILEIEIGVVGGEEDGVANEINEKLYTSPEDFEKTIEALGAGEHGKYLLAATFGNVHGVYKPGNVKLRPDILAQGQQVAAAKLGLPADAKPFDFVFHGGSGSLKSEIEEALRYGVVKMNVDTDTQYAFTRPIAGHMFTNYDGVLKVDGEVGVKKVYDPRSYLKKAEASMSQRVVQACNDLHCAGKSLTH
BoNT-F LC inh = BoNT F light chain protease inhibition; inhibition, % at 10 µM; hit rate 0.22% among 360,000; Multiplex microsphere protease cleavage assay, flow cytometry; AID 588497; in the data active = inhibition above about 35%, passing the limit was not always enough; inconclusive = no clear call, values can overlap the other calls; note: plate controls were buffer without enzyme for full effect and enzyme alone for no effect
GDH-TPI counter = counter-screen for M. tuberculosis FBA inhibitors: GDH-TPI coupled enzymes. GDH-TPI coupled enzyme counterscreen, NADH absorbance. inhibition, % at 4.8 µM. hit rate 1.2% among 360,000; in the data active = inhibition above about 30%;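 note: 0% = DMSO wells and 100% = wells lacking the enzyme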
PrPC surface inh = cell surface PrPC inhibition, primary TR-FRET screen; TR-FRET read-out; hit rate 0.43% among 370,000; inhibition, % at 13.8 µM; in the data active = inhibition above about 24%; note: 0% = median of the test wells and 100% = reference compound wells
Active calls of the source: *; ? = inconclusive; . = no result given; + = active, no number; & = joins results of further samples.

1. O=C(N/N=C/C=C\c1ccccc1)c1cnccn1
2. Nc1nnc(SCC(=O)Nc2ccccc2N2CCOCC2)s1
3. COC(=O)C1=C(C)N(Cc2ccccc2)C(=O)N[C@H]1c1cccc(C(F)(F)F)c1
4. CCOC(=O)C1CCN(C(=O)c2cc3c(C)cc(C)cc3[nH]2)CC1
5. COc1ccccc1OCc1ccc(C(=O)NCC2CCCO2)o1 (stereo unspecified)
6. Cc1noc(C)c1S(=O)(=O)N1CCC(C(N)=O)CC1
7. COc1ccc(S(=O)(=O)N2CCCCC2)cc1NC(=O)c1cccc(S(=O)(=O)N2CCOCC2)c1
8. C=CCn1c(COc2ccccc2)nnc1SCc1ccc(C#N)cc1

compound no.,1,2,3,4,5,6,7,8
Mtb UGM inh,3.1,-0.3,0.1,0.5,0.0,1.3,.,.
Rv3671c inh,3.2,5.7,-0.5,0.0,-3.4,3.3,.,-0.1
PrPC surface inh,-3.1,2.2,0.6,2.3,-1.3,6.5,1.4,6.1
FadD28 binding,0.0,-3.4,-1.5,.,-2.1,-0.1,-1.0,-3.6
Mtb FBA inh,-1.9,-4.3,1.4,6.6,3.7,3.7,0.3,1.3
MazEF act,-3.7,-0.3,-2.7,5.5,-5.1,-10.9,7.8,-0.4
BioA inh,.,0.2,-0.4,1.1,0.7,-4.0,-1.0,18.1
GDH-TPI counter,24.9,-5.9,6.9,5.0,9.7,3.1,3.2,2.5
BoNT-F LC inh,0.8,-0.6,-13.8,3.2,-0.4,-2.6,7.7,2.7

9. COC(=O)NNC(=O)COc1cc(C)c(Br)cc1C(C)C
10. COc1ccc(/C=C(\C#N)C(=O)NCc2cccs2)cc1OC
11. C/C(=N\Nc1cccc([N+](=O)[O-])c1)c1ccccc1O
12. Cc1cccn2c(=O)c3cc(C#N)c(=NC(=O)c4cccs4)n(CCCOC(C)C)c3nc12
13. O=C(C1=C[C@@H](c2ccc3c(c2)OCO3)C[C@@H](OCCCCO)O1)N1CCN(Cc2ccc3c(c2)OCO3)CC1
14. Cc1ccccc1OCC(=O)N/N=C/C=C/c1ccccc1
15. O=C(CSc1nnc(CSc2nc3ccccc3s2)o1)NC1CCCCC1
16. O=c1cnn([C@@H]2O[C@H](CO)[C@@H](O)[C@H]2O)c(=O)[nH]1

compound no.,9,10,11,12,13,14,15,16
Mtb UGM inh,-1.6,-2.6,4.4,2.4,0.3,1.0,0.7,-4.5
Rv3671c inh,-6.4,-7.9,3.5,-0.9,-6.3,-0.2,2.5,1.9
PrPC surface inh,-0.9,0.1,23.1,-5.9,-3.7,2.8,-2.8,.
FadD28 binding,-0.4,-2.8,-2.6,-1.5,-1.5,-2.6,-1.4,-2.0
Mtb FBA inh,-1.1,-2.4,-7.8,+,4.6,0.8,-0.8,-3.7
MazEF act,-2.8,11.6,25.5,-49.8,-6.3,1.1,0.5,6.7
BioA inh,-0.4,0.7,-0.9,.,2.1&-1.1,.,-1.2,-1.0
GDH-TPI counter,1.5,17.0,2.8,12.2,10.2,6.0,1.4,-4.3
BoNT-F LC inh,13.4,-1.7,1.7,?,-6.4,0.9,.,-3.8

17. O=C(Cc1ccc(-n2c(=O)[nH]c3ccsc3c2=O)cc1)NCc1cccnc1
18. Cc1ccc(C)c(N2CCN(C(=O)CCc3nc(-c4cccc(C(F)(F)F)c4)no3)CC2)c1
19. CCOc1cc(/C=C/C(=O)OCC(=O)NCc2ccco2)cc(Cl)c1OC
20. COc1cc(C=C(OC(C)=O)c2ccc3c(c2)OCO3)cc(OC)c1OC
21. CN(C)S(=O)(=O)c1cccc(NC(=O)COC(=O)/C=C/c2ccc(Br)o2)c1
22. CC1=C(C(=O)N2CCOCC2)CC(CC(=O)NC2CCCCC2)C(=O)N1Cc1ccc(C(C)(C)C)cc1 (stereo unspecified)
23. O=C(CSC1CC(=O)N(CC(c2ccccc2)c2ccccc2)C1=O)Nc1ccc(Cl)cc1 (stereo unspecified)
24. CC(C)CN(C(=O)COc1ccc(Br)cc1C=O)C1CCS(=O)(=O)C1 (stereo unspecified)

compound no.,17,18,19,20,21,22,23,24
Mtb UGM inh,2.7,.,3.1,.,-1.3,.,-1.2,-0.3
Rv3671c inh,1.0,.,-7.7,.,-11.1,.,-141.3,-5.0
PrPC surface inh,2.2,-3.5,1.3,-3.5,-2.6,-5.7,7.9,-2.5
FadD28 binding,1.1,-1.4,-1.0,-3.2,-1.5,-2.9,-5.1,-1.4
Mtb FBA inh,0.0,-0.5,10.9,2.1,-0.3,-1.7,-7.4,2.2
MazEF act,3.5,-0.5,5.5,.,-0.2,4.7,-2.5,-1.3
BioA inh,.,0.9,.,.,-1.2,2.3,-2.0,.
GDH-TPI counter,10.0,0.0,5.3,.,39.0*,3.1,-13.8,1.4
BoNT-F LC inh,-1.3,-3.3,6.5,-11.1,-2.4,3.2,-4.1,-6.0

Records 18 through 20, reprinted for reference:
18. Cc1ccc(C)c(N2CCN(C(=O)CCc3nc(-c4cccc(C(F)(F)F)c4)no3)CC2)c1
19. CCOc1cc(/C=C/C(=O)OCC(=O)NCc2ccco2)cc(Cl)c1OC
20. COc1cc(C=C(OC(C)=O)c2ccc3c(c2)OCO3)cc(OC)c1OC

compound no.,18,19,20
Mtb UGM inh,.,3.1,.
Rv3671c inh,.,-7.7,.
PrPC surface inh,-3.5,1.3,-3.5
FadD28 binding,-1.4,-1.0,-3.2
Mtb FBA inh,-0.5,10.9,2.1
MazEF act,-0.5,5.5,.
BioA inh,0.9,.,.
GDH-TPI counter,0.0,5.3,.
BoNT-F LC inh,-3.3,6.5,-11.1

Carrying on:
25. CCOc1ccc(N(C(=O)CNC(=O)c2ccco2)C(C(=O)NCC2CCCO2)c2ccccc2)cc1 (stereo unspecified)
26. COc1cc(/C=C/c2ccc(O)cc2)cc(OC)c1
27. CCCCN(C(=O)CNC(=O)c1cccs1)C(C(=O)NC1CCCCC1)c1cccnc1 (stereo unspecified)
28. O=C(NCCN1CCCC(O)C1)c1cc(COc2cccc(C(F)(F)F)c2)on1 (stereo unspecified)
29. CC(=O)Nc1nnc(SCC(=O)NCCOc2ccccc2)s1
30. COC(=O)Cc1ccc(OC(=O)CCS(=O)(=O)c2ccc(C)cc2)cc1
31. COc1cccc(NC(=O)CN(C)C(=O)c2ccc3ccccc3c2)c1
32. Cn1c(-c2ccccc2)cnc1NCc1ccccc1

compound no.,25,26,27,28,29,30,31,32
Mtb UGM inh,-1.0,1.9,2.5,.,3.3,1.6,2.8,-2.5
Rv3671c inh,2.2,-7.8,3.0,.,2.9,0.3,1.2,0.2
PrPC surface inh,-8.8,-0.5,-5.0,10.4,6.2,0.6,2.7,-1.3
FadD28 binding,-1.8,-3.8,-2.3,-2.2,0.0,-4.8,-0.1,-0.2
Mtb FBA inh,-0.2,3.6,0.8,-2.0,0.5,-2.2,-0.2,3.4
MazEF act,-4.5,4.3,-6.0,8.7,3.7,-4.4,2.3,0.1
BioA inh,-1.0,-0.2,0.1,-1.4,-0.2,5.3,-1.0,1.1
GDH-TPI counter,3.0,-2.8,9.8,6.2,10.0,-3.5,-9.6,12.9
BoNT-F LC inh,-3.9,1.8,-34.4,-11.2,7.0,1.3,-4.9,.

33. Cc1ccccc1NS(=O)(=O)c1ccc(NC(=O)CSCc2ccc(Br)cc2)cc1
34. NCC12CC3CC(C1)CC(CN)(C3)C2
35. O=C1CC(c2c(F)cccc2Cl)C(n2cncn2)C(O)=C1C1NCCc2ccccc21 (stereo unspecified)
36. CC(C)N1CCC(N2CCN(Cc3ccc(Oc4ncccn4)cc3)CC2CCO)CC1 (stereo unspecified)
37. COc1ccc(N2CCN(S(=O)(=O)c3c(C)noc3/C=C/N(C)C)CC2)cc1
38. Fc1ccc(NC(=S)Nc2ccc(F)c(Cl)c2)cc1Cl
39. Cc1cc(C(=O)CSc2nnc(Cc3ccccc3)o2)c(C)n1Cc1ccc2c(c1)OCO2
40. O=C(Cc1cccs1)NCc1ccccc1F

compound no.,33,34,35,36,37,38,39,40
Mtb UGM inh,-2.7,0.5,-2.6,-1.8,0.6,-0.5,-0.6,2.3
Rv3671c inh,-163.0,-6.7,-6.7,4.2,-0.3,-9.2,-5.1,6.1
PrPC surface inh,10.8,12.3,3.2,6.2,-4.7,.,4.7,-3.2
FadD28 binding,-0.4,-2.7,-0.7,-0.1,0.6,-7.3,-1.8,-2.4
Mtb FBA inh,-1.9,-2.6,-0.2,3.9,2.4,-3.8,-1.8,0.3
MazEF act,3.0,-3.4,-0.9,3.9,-0.6,-0.6,-9.2,2.4
BioA inh,-3.1,-2.1,-3.4,-1.7,-0.1,0.6,-2.2,.
GDH-TPI counter,10.2,-10.8,-0.6,10.1,39.9*,-0.4,9.7,-5.6
BoNT-F LC inh,-6.8,-6.8,3.1,1.3,5.3,-5.7,8.9,-4.6

41. N#CCc1ccc(NC(=O)Cn2c(=O)oc3ccccc32)cc1
42. O=C(OC1CCOC1=O)c1cc(S(=O)(=O)N2CCOCC2)c(Cl)cc1Cl (stereo unspecified)
43. COC(=O)c1ccccc1NC(=O)Cn1c(CCC(=O)O)ccc1-c1cccs1
44. Cc1cc(N(CCCl)CCCl)ccc1/C=N/NC(=O)c1ccco1
45. Cc1cc(OCC(=O)OCC(=O)NC2CCCCCC2)ccc1Cl
46. CCOc1ccc(CNC(=O)C2CCN(C(=O)N3CC(C)Oc4ccccc43)CC2)cc1 (stereo unspecified)
47. COc1cc(NC(=O)CN2C(=O)NC(C)(c3ccc4ccccc4c3)C2=O)c(C)cc1[N+](=O)[O-] (stereo unspecified)
48. FC(F)(F)c1ccccc1Cc1c(-c2ccccc2)nc2ccc(Br)cn12

compound no.,41,42,43,44,45,46,47,48
Mtb UGM inh,-1.7,-1.6,-4.4,-2.2,-0.5,-0.5,1.4,.
Rv3671c inh,4.8,11.3,-5.9,0.9,1.9,0.8,-30.2,.
PrPC surface inh,-3.9,4.7,-4.1,2.5,-4.7,7.7,-12.8,13.9
FadD28 binding,0.9,-0.6,1.1,-0.1,-3.0,-1.9,-6.4,0.8
Mtb FBA inh,-0.5,0.0,2.2,-0.4,-1.8,-2.4,-3.1,0.1
MazEF act,1.5,9.7,-4.5,1.7,2.7,-0.1,5.3,.
BioA inh,0.0,-0.9,-1.0,2.0,-1.1,-1.4,-1.5,0.6
GDH-TPI counter,13.7,-6.2,4.0,49.3*,-4.7,8.7,7.5,.
BoNT-F LC inh,.,-7.7,-1.9,7.7,-4.7,-4.0,-0.9,3.7

49. COc1cccc(-n2nnc3c(=O)n(Cc4cccc(F)c4)cnc32)c1
50. O=C(NCc1cccs1)c1cc(S(=O)(=O)N2CCCCC2)ccc1Cl
51. Cc1ccc(S(=O)(=O)NCc2ccccc2)cc1C(=O)NCC(=O)Nc1c(C)cccc1C
52. O=C(NCc1ccccc1CN1CCCC1)c1cc2ccccc2o1
53. O=C(Cn1cnc([N+](=O)[O-])c1)NCc1ccc(F)cc1
54. C/C(=C\C(=O)N1CCc2ccccc21)C(=O)O
55. COC(=O)CCc1sc(Nc2ccccc2)nc1-c1ccc(OC)cc1
56. O=C1[C@@H]2[C@H]3CC[C@H](C3)[C@@H]2C(=O)N1O
57. COC(=O)C1=C(O)C2(C(=O)O)CC(C(=O)OC)=C(O)C(C(=O)O)(C1)C2
58. Cc1ccccc1OCC(=O)N/N=C/c1sc(=O)n(Cc2cccc(C(=O)O)c2)c1Cl
59. CCCCn1c(=O)[nH]c2nc3cc(N)ccc3nc2c1=O

compound no.,49,50,51,52,53,54,55,56,57,58,59
Mtb UGM inh,1.5,-2.2,.,-0.3,1.3,-0.3,-1.6,3.3,-1.8,-0.7,33.2*
Rv3671c inh,-0.5,-5.6,.,0.4,5.7,10.3,-10.7,-3.1,6.1,-7.5,9.3
PrPC surface inh,2.4,13.8,-0.5,-4.3,-5.1,-0.6,3.8,-4.3,3.7,-7.4,-27.2
FadD28 binding,1.0,-1.7,-2.1,-2.6,-1.3,-0.7,-2.1,-0.9,-0.9,-3.6,2.7
Mtb FBA inh,0.9,2.2,-0.7,4.6,1.4,1.8,24.4,0.3,-3.4,1.2,-10.4
MazEF act,-9.0,5.2,1.9,-2.1,-7.9,4.3,-2.4,9.3,4.5,-2.5,-295.0
BioA inh,-3.3,0.2,.,-2.1,-5.1,-3.2,9.2,0.9,.,.,-21.5
GDH-TPI counter,1.9,6.0,-0.4,7.6,7.5,-10.4,10.7,-1.9,-3.4,25.8,0.7
BoNT-F LC inh,4.8,-2.5,6.0,-7.8,0.6,2.5,-0.6,?,?,.,-13.4
